HTR5A ag = HTR5A agonists in luminescence cell assay, primary screen, counter-screen for OPRM1-OPRD1 heterodimer agonist project, full-deck HTS; 5-hydroxytryptamine receptor 5A (Homo sapiens), P47898; activation, % at 9.3 µM; cell-based; AID 504692, 2011; hit rate 0.61% among 340,000; in the data active = activation mostly above about 9.5%, no sharp cut-off; inactive = mostly below about 7.6%;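 note: 0% = cells with vehicle only and 100% = reference agonist; strong numbers were not always called active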
HTR5A inv ctr = HTR5A inverse agonists in luminescence cell assay, primary screen, counter-screen for OPRM1-OPRD1 heterodimer inverse agonist project, full-deck HTS | HTR5A cell line, inverse agonism | 5-hydroxytryptamine receptor 5A (Homo sapiens), P47898 | hit rate 0.083% among 340,000 | inhibition, % at 9.3 µM; in the data active = inhibition mostly above about 23%, no sharp cut-off; inactive = mostly below about 18%;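 note: 0% = cells with DMSO and 100% = no-cell wells with DMSO; some compounds called inactive have numbers as strong as hits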
RTF Ca sens act = cardiac RTF calcium sensitivity activators, primary screen, biochemical, IANBD-TnC fluorescence, EC20 calcium. Troponin I, cardiac muscle (Homo sapiens) + Troponin T, cardiac muscle (Homo sapiens) + …. IANBD-labeled TnC RTF fluorescence at EC20 calcium; 0% EC20 calcium, 100% full calcium. activation, % at 7.2 µM. hit rate 0.24% among 340,000;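 active = activation above the mean over all tested compounds plus 3 SD, cut at about 30% in these data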;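 note: rise in fluorescence read as greater calcium sensitivity of cardiac thin filaments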
Keap1 Nrf2 FP = Keap1-Nrf2 protein-protein interaction inhibitors, primary screen, biochemical, fluorescence polarization, single point; hit rate 0.15% among 340,000; AID 504523, 2011; Keap1 Kelch-Nrf2 peptide fluorescence polarization, 1536-well; inhibition, % at 9.4 µM; in the data active = inhibition above about 12%;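 note: human Keap1 Kelch domain with fluorescein labeled Nrf2 9mer peptide probe; 0% = neutral control wells and 100% = peptide positive control; higher means more block of Keap1 binding to Nrf2 peptide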
CAL PDZ FP = untagged CAL PDZ binding inhibitors, primary screen, biochemical, fluorescence polarization, HTS; Golgi-associated PDZ and coiled-coil motif-containing protein (Homo sapiens), Q9HD26; purified CAL PDZ, TMR-peptide fluorescence polarization, 1 h; inhibition, % at 24.9 µM; hit rate 0.92% among 300,000; AID 602252, 2012;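 active = mean inhibition of at least 30% with at least half of replicates also reaching 30%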;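 note: 0% = DMSO neutral control and 100% = excess unlabeled competitor peptide PRC23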
Cardiac RTF inh = cardiac RTF calcium sensitivity inhibitors, primary screen, biochemical, IANBD-TnC fluorescence, EC70 calcium; Troponin I, cardiac muscle (Homo sapiens) + Troponin T, cardiac muscle (Homo sapiens) + …; IANBD-labeled cardiac RTF, Ca2+ fluorescence; inhibition, % at 7.15 µM; hit rate 0.12% among 340,000;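 active = inhibition above the mean inhibition of all tested compounds plus 3 SD, cut at about 17% in these data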;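 note: assay run at fixed EC70 calcium of 1.6 mM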
MOR-DOR ag = agonists of OPRM1-OPRD1 heterodimerization, primary screen, cell-based, luminescence; cells; hit rate 0.3% among 340,000; activation, % at 9.3 µM; in the data active = activation above about 18%;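 note: 0% = vehicle-treated cells and 100% = reference agonist; values of inactives mirror those of a sister screen read the other way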
Target sequence (P35372 whole entry, looked up): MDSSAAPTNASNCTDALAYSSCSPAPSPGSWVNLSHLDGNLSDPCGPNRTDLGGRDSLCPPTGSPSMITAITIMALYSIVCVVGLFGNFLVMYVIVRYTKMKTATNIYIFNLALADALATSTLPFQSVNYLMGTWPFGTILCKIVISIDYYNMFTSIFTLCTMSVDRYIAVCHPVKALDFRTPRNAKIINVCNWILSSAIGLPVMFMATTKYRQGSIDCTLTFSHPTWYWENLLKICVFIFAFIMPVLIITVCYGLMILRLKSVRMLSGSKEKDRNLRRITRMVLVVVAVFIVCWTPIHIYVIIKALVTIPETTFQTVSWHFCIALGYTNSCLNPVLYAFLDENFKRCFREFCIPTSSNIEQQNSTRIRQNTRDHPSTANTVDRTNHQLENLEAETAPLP
Target sequence (P41143 whole entry, looked up): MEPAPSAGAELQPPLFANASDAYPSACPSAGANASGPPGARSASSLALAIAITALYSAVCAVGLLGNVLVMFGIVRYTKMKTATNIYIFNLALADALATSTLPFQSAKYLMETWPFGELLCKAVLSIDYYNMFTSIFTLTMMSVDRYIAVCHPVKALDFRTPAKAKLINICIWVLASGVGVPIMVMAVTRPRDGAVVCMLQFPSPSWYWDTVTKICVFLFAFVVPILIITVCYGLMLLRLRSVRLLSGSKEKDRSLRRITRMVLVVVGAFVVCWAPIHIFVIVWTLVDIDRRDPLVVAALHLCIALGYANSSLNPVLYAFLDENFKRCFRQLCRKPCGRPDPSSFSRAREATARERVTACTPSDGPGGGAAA
LANA DNA inh = inhibitors of KSHV C-LANA binding to DNA, primary screen, biochemical, fluorescence polarization, FAM-LBS DNA, MBP-C-LANA, single point; Kaposi's sarcoma herpesvirus LANA C-terminal domain (residues 932-1162) DNA binding; hit rate 0.078% among 340,000; inhibition, % at 9 µM;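 active = highest replicate inhibition at or above 60% at 9 µM, even if other replicates fall short; inactive = all replicates below 60% inhibition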;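 note: 0% = neutral control wells and 100% = 4 µM acridine orange control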
OPRM1-OPRD1 inv = inverse agonists of MOR-DOR heterodimerization, primary screen, cell-based, luminescence. hit rate 0.21% among 340,000. Mu-type opioid receptor (Homo sapiens) + Delta-type opioid receptor (Homo sapiens), …. inhibition, % at 9.3 µM. AID 504357, 2011. cell-based MOR-DOR heterodimer luminescence, inverse agonism; in the data active = inhibition above about 22%, passing the limit was not always enough;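 note: 0% = cells with DMSO and 100% = wells without cells with DMSO; values of inactives mirror those of a sister screen read the other way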
V-ATPase pHluor = regulators of yeast V-ATPase proton pumping, primary screen, pHLuorin cytosolic pH fluorescence; AID 504577, 2011; S. cerevisiae; response, % at 10 µM; hit rate 0.37% among 350,000; in the data active = response mostly above about 7.3%, no sharp cut-off; inactive = mostly below about 5.4%; note: actives read high; inactives centre near 0; some compounds called inactive have numbers as strong as hits; reference of the scale not given here
Starred values were filed as active, the others as inactive; / = not tested or not shown.

A first look (2 entries):
SMILES	HTR5A ag	HTR5A inv ctr	RTF Ca sens act	Keap1 Nrf2 FP	CAL PDZ FP	Cardiac RTF inh	MOR-DOR ag	LANA DNA inh	OPRM1-OPRD1 inv	V-ATPase pHluor
OCCNc1nc(N2CCN(Cc3ccccc3)CC2)nc2ccccc12	3	-9	-4	3	-5	3	-4.7	-2.4	29	2
O=C(CSC1=NS(=O)(=O)c2ccccc2N1)Nc1cccc(F)c1	-2	-15	-3	4	2	-7	-0.7	0.6	4	4

All compounds of this part, from the first entry:
SMILES	HTR5A ag	HTR5A inv ctr	RTF Ca sens act	Keap1 Nrf2 FP	CAL PDZ FP	Cardiac RTF inh	MOR-DOR ag	LANA DNA inh	OPRM1-OPRD1 inv	V-ATPase pHluor
OCCNc1nc(N2CCN(Cc3ccccc3)CC2)nc2ccccc12	3	-9	-4	3	-5	3	-4.7	-2.4	29	2
O=C(CSC1=NS(=O)(=O)c2ccccc2N1)Nc1cccc(F)c1	-2	-15	-3	4	2	-7	-0.7	0.6	4	4
CC1CC(C)(C)NC(=S)N1CCCC(=O)Nc1ccccc1F (configuration not stated)	-1	19	17	-3	-3	-13	-2.6	0.4	13	0
CCn1c(SCC(=O)Nc2ccccc2C)nnc1-c1ccccc1O	0	-7	-2	-3	/	-6	-2.6	-0.9	14	-1
O=[N+]([O-])c1cccc(S(=O)(=O)N2CCN(S(=O)(=O)N3CCOCC3)CC2)c1	2	-6	-6	-2	-4	-3	1.9	0.4	-14	-2
Cc1nc(-c2cccs2)ccc1C(=O)O	-2	-9	-4	-3	1	2	-3.0	0.5	15	0
CCOC(=O)c1c(C)c(C(=O)N2CCc3ccccc3C2)c(C)n1CC	2	9	1	0	-2	-3	-0.2	1.4	1	-1
Cc1cccc(NC(=O)c2ccc(Cl)c(S(=O)(=O)N3CCCCCC3)c2)n1	-4	11	-4	3	5	0	-0.7	1.0	3	-2
O=C(NCCN1C(=O)S/C(=C/c2cccnc2)C1=O)C1=NN(c2ccccc2)C(=O)CC1	3	-8	2	-8	-1	-1	0.5	2.1	-2	-4
CCOc1ccc(NS(=O)(=O)c2ccc(C(=O)NCC(c3ccco3)N3CCCC3)cc2)cc1 (configuration not stated)	-2	5	-4	-11	-1	-4	-0.2	-1.4	1	-1
Nc1ccc2nc(N3CCOCC3)sc2c1	-3	9	0	-5	5	-9	-2.0	-1.5	11	-2
CC(=O)Nc1ccc(NC(=O)c2ccc(CN3CCc4ccccc4C3)cc2)cc1	6	22	0	5	-2	-2	-1.3	-0.6	7	4
COc1ccc(N2C(=O)C(CC(N)=O)N(NC(=O)c3cccc(OC)c3)C2=S)cc1 (configuration not stated)	-3	-23	0	-5	-3	-7	-4.2	0.5	21	-1
COC(=O)c1ccccc1N=Nc1c(C)[nH][nH]c1=O	2	-6	-5	0	-2	-1	-2.7	0.0	14	3
CCNC(=O)CCc1nc(-c2ccc(C)cc2)no1	5	4	2	0	/	0	-0.3	2.3	2	4
Cc1ccccc1SCc1noc(C(=O)NCC2CCCO2)c1C(=O)O (configuration not stated)	7	-20	0	3	-5	2	-2.6	1.8	15	-2
Cc1[nH]c2ccccc2c1NC(=O)CN1CCN(c2cccc(C(F)(F)F)c2)CC1	5	-8	3	-4	-3	5	3.3	0.0	-19	2
Cc1ccc(CN(C)CC(=O)Nc2cccc([N+](=O)[O-])c2)o1	1	-3	1	-2	-5	-2	-1.2	0.9	8	1
O=C1CC(c2cccs2)CC(O)=C1C=NCCN1CCNCC1 (configuration not stated)	6	2	5	1	-4	-1	-1.3	0.6	8	-2
CC(C)Cn1c(N)c(C(=O)COC(=O)C2CC(=O)N(Cc3ccccc3Cl)C2)c(=O)n(C)c1=O (configuration not stated)	6	-16	2	-2	-4	0	0.2	-2.3	-1	0
Cn1cc(-c2cccc(Cl)c2)cc(C#N)c1=O	7	-20	2	-2	1	-2	-4.0	0.0	21	2
Cc1nc2ccc(NC(=O)c3ccc(Cl)nc3)cc2s1	1	-2	11	-4	-6	-1	0.3	2.3	-2	5
CCc1ccc(OC(=O)c2ccn(CC)n2)cc1	-1	-22	-2	5	-5	4	0.3	-5.0	-2	-3
O=C(Cc1ccccc1)Nc1ccc(Br)c(Cl)c1	-1	-4	-1	-1	-4	1	-2.2	-1.0	12	1
Nc1ccccc1C(=O)Nc1cccc2ccccc12	4	-16	1	2	3	-3	2.3	-1.5	-11	-5
CC(=O)NN1C(=O)/C(=C/c2ccc(C(C)C)cc2)SC1=S	2	1	5	-2	-5	-2	1.6	0.8	-8	-2
CC(=O)Nc1ccc(-n2c(=O)c3ccccc3c3ccccc3c2=O)cc1	-2	6	-5	-5	4	-3	-0.5	0.7	3	-3
COc1ccccc1CN1CC(C(=O)NCC2CCCO2)CC1=O (configuration not stated)	3	-1	-1	0	-3	-12	0.4	-0.2	-2	-5
COCCOCC(O)CN1CCN(c2ccc(C)cc2)CC1 (configuration not stated)	7	-32	-2	-5	1	-11	-0.9	0.7	5	1
CCC(C)(C)c1ccc(Oc2ccc(NC(=O)COC(=O)C3=COCCO3)cc2)cc1	2	-22	4	2	/	-7	2.5	0.9	-12	0
C=CCn1c(-c2csc(-c3ccc(OC)c(OC)c3)n2)n[nH]c1=S	3	8	2	6	1	-13	0.8	-0.4	-4	-1
CCOC(=O)Cn1nc(C)n(-c2ccc(C)cc2)c1=O	1	-8	0	-4	2	1	-2.9	-0.8	15	-2
CN(C)CCNc1oc(COc2ccc(Cl)cc2)nc1C#N	-4	15	-9	-1	1	1	1.1	-0.7	-6	2
O=C(Nc1c(Cl)cccc1Cl)c1ccc(-c2ccccc2)cc1	10	-5	3	-2	0	4	1.6	3.2	-9	0
CCOC(=O)c1ccc(N/C(=N/S(=O)(=O)c2ccccc2)c2ccccc2)cc1	2	16	8	-3	-3	-4	-1.4	-1.4	8	-5
CN1CC(c2ccccc2)Oc2ccccc2C1=S (configuration not stated)	1	-4	1	4	67*	2	-2.9	0.7	15	2
C[C@H]1CN=C(N(C)C)N1CCCC1CCCCC1	-2	-4	-1	-5	-5	-7	-1.8	0.7	11	0
O=C(O)CSCc1ccc(C(=O)O)o1	-4	8	3	-1	3	5	-3.0	0.1	15	1
Brc1cnc(N2CCCC2)nc1N1CCOCC1	-1	2	-5	-1	1	0	-0.5	-0.2	3	1
Cn1ncc2nc[nH]c(=O)c21	1	9	2	5	-5	-8	-0.9	-0.5	5	0
COC(=O)C1=NN[C@H](C(=O)OC(C)(C)C)[C@H]1c1ccccc1	-3	10	2	1	-1	-15	-1.8	-0.8	9	4
O=C(Nc1ccc2c(c1)OCO2)Nc1cnccn1	-1	6	2	-1	3	2	-2.5	-0.1	14	-1
CCCC(=O)NNc1cc(=O)c2c(=O)n(C)c(=O)n(C)c2[nH]1	-1	0	2	1	-1	-10	-2.1	0.5	13	0
CCOc1ccc(N(CC(=O)Nc2ccc(Br)cc2)S(C)(=O)=O)cc1	0	-1	-5	-5	-8	5	0.3	0.8	-2	-2
CCOC(=O)CCc1c(C)n(CC)c2ncnn2c1=O	2	-5	6	1	/	2	-0.2	0.8	1	-4
O=C1N[C@H](Cc2ccccc2)COC(=O)[C@@H](Cc2ccc(F)cc2)C/C=C\C[C@H]1CC(=O)N(CCO)Cc1ccccc1	5	5	-2	-5	-1	-14	-2.0	1.2	11	0
COc1cc(/C=N/NC(=O)c2cccnc2)ccc1OC(=O)c1ccco1	-1	1	0	-6	0	10	-2.2	-1.1	12	-1
COc1ccc(/C=N/NC(=O)CC(=O)NCc2cccnc2)c(OC)c1	1	-3	-6	0	/	3	-1.9	-1.2	10	0
COC(=O)c1sc(NC(=O)Cc2cccs2)nc1C	1	-5	5	-2	-2	-4	-2.5	0.5	13	-1
COc1cccc(/C=N/NC(=O)c2ccccc2N(Cc2ccccc2)S(=O)(=O)c2ccccc2)c1OC	0	-1	1	-5	-4	0	-0.5	0.6	2	-2
CC(C)(C)OC(=O)N1CCC(c2c(C(=O)N3CCN(C(=O)c4ccco4)CC3)cnn2-c2cccc(Cl)c2)CC1	3	-1	-3	0	-4	-16	-1.3	-0.7	7	-2
Cc1nn(-c2ccccn2)c2nc(-c3cccs3)cc(C(=O)N3CCOCC3)c12	4	-15	-4	-3	0	6	-2.8	-2.4	17	3
CCCOC(=O)c1ccc(OC(=O)c2ccco2)cc1	2	-5	0	-2	/	-7	1.8	0.4	-10	-1
O=c1[nH]c2cc3c(cc2cc1CN(Cc1cccs1)Cc1nnnn1Cc1ccco1)OCCO3	-5	14	6	-11	-1	0	2.3	-1.6	-13	-2
CC1CCc2c(sc3nc(CN4CCN(S(=O)(=O)c5ccccc5[N+](=O)[O-])CC4)[nH]c(=O)c23)C1 (configuration not stated)	2	0	-4	4	-7	10	-1.2	2.2	6	5
CN(C)/C=C1\C(=O)N(c2ccc([N+](=O)[O-])cc2)N=C1c1ccccc1	-6	-11	-2	-2	/	-4	-2.6	0.6	11	12
O=C(NCc1ccc(F)cc1)C1CCCN1C(=O)Nc1cccc(F)c1 (configuration not stated)	-3	11	0	-2	1	-2	-0.8	0.9	4	4
CCN(CC)S(=O)(=O)c1ccc(C(=O)NCCCN=C2NS(=O)(=O)c3ccccc32)cc1	3	-9	1	1	/	-4	-2.3	-0.8	12	4
CC(C)(C)c1ccc(C(=O)NNc2cc(Cl)cc(Cl)c2)cc1	7	19	3	4	-5	-10	-3.0	0.6	15	3
Cc1cc(C)n(CCCNC(=O)Cn2nnnc2CN2C[C@@H](C)O[C@@H](C)C2)n1	-2	17	-1	-6	2	-3	-3.3	0.7	17	2
Following part
SMILES	HTR5A ag	HTR5A inv ctr	RTF Ca sens act	Keap1 Nrf2 FP	CAL PDZ FP	Cardiac RTF inh	MOR-DOR ag	LANA DNA inh	OPRM1-OPRD1 inv	V-ATPase pHluor
O=C(CCC(=O)Nc1nnc(C2CCCCC2)s1)NCc1ccccc1	-2	6	1	9	-1	-3	-3.2	6.3	16	0
O=C(Cc1ccccc1)Nc1ccc(C(=O)O)cc1	1	-3	-1	-2	/	-7	-1.4	0.7	8	-3
COc1cc(NC2=Nc3cccc4cccc2c34)cc(OC)c1OC	6	-1	6	-6	-7	-18	-0.3	-0.8	1	-1
O=C1C[C@@H]2c3c(cccc3CN1Cc1ccccc1F)C[C@@H](O)[C@H]2O	0	-11	13	-1	2	-9	-2.6	0.7	15	-3
CC(C)(C)NC(=O)c1cccc2c1OC(C)(C)C2	1	3	1	1	-3	1	3.4	-0.5	-18	2
CC(C)C(=O)NCCCc1ccccc1	7	-18	4	1	5	-3	-1.0	3.6	4	1

Assay outcomes from PubChem.
